Assay outcomes as filed in PubChem BioAssay.
All columns: NCI-60 one-dose screen, growth in % after 48 h at 10 µM unless noted; 100 = growth as untreated, 0 = no growth, -100 = all killed.
NCI-H322M = NCI-H322M lung cancer. actives 2.7% (n = 80,000)
NCI-H522 = NCI-H522 lung cancer. AID 1794739. actives 8% (n = 78,000)
CAKI-1 = CAKI-1 renal cancer; actives 4.7% (n = 75,000); AID 1794772
ACHN = ACHN renal cancer; actives 4.9% (n = 81,000)
TK-10 = TK-10 renal cancer cells. actives 3.9% (n = 81,000)
RXF 393 = RXF 393 renal cancer cells. AID 1794773. actives 6.9% (n = 77,000)
NCI-H460 = NCI-H460 lung cancer; actives 6.8% (n = 82,000)
UO-31 = UO-31 renal cancer. actives 5.2% (n = 81,000)
786-0 = 786-0 renal cancer cells; actives 5.1% (n = 81,000); AID 1794775
Numbers without * were called inactive; nt = not tested or not shown; & = joins results of further samples; [ ] = remark or other dose. The calls were made as follows: active = growth percent below 10; inactive = the rest. Rows are unselected; overall some 11% were active at least once.

mol | NCI-H322M | NCI-H522 | CAKI-1 | ACHN | TK-10 | RXF 393 | NCI-H460 | UO-31 | 786-0
Cc1cc2nc3c4cc(Br)c(Br)c(Br)c4n(CCN(C)C)c3nc2cc1C | 93 | 93 | 85 | 88 | 148 | 102 | 97 | 77 | 100
c1ccc(-c2nc(N3CCNCC3)c3nc(-c4ccccc4)oc3n2)cc1 | 82 | -82* | -85* | -99* | -85* | nt | -74* | -92* | -99*
O=c1[nH]c2sc3c(c2c(=O)n1-c1ccc(Cl)cc1)CCC3 | 106 | 94 | 102 | 106 | 101 | 112 | 103 | 90 | 101
CCOC(=O)C1=C(c2ccccc2)N=C2SC=C(c3ccc(Cl)cc3)N2C1c1ccc(Cl)cc1 (stereo not drawn) | 89 | 80 | 61 | 91 | 108 | 72 | 83 | 75 | 84
N#Cc1cnc2ccc(NCc3cnc[nH]3)cc2c1Nc1ccc(F)c(Cl)c1 | 2.0* | 10 | 44 | 25 | 12 | 53 | 62 | 51 | 66
CCOC(=O)Nc1nnc(Sc2nc3c(c(=O)n(C)c(=O)n3C)n2CC)s1 | 95 | 85 | 97 | 97 | 100 | 106 | 103 | 77 | 104
Cc1ccc(NC(=O)Cc2ccc(/C=C/C(=O)c3ncc[nH]3)cc2)cc1 | 64 | 44 | 61 | 73 | 78 | 53 | 7.3* | 39 | 30
COc1ccc(Nc2ccnc(N3CCN(c4ccnc5cc(Cl)ccc45)CC3)n2)cc1 | 14 | -18* | 6.8* | 11 | 4.9* | -27* | 4.6* | -1.7* | 7.8*
CS(=O)(=O)c1cccc(-c2ccc3ncc(-c4ccc(S(=O)(=O)CCCN)cc4)n3n2)c1 | 118 | 86 | 98 | 109 | 101 | nt | 76 | 101 | 101
Cc1ccccc1C(=O)Nc1ccc(Cl)cc1Cl | 100 | 84 | 92 | 105 | 90 | 115 | 105 | 89 | 94
Cc1[nH]nc2ccc(-c3nc4cnc(N5CCN(C)CC5)cn4c3Nc3cccc(F)c3)cc12 | 81 | 60 | 44 | 86 | 76 | 40 | 88 | 38 | 52
CC1OC(n2c3ccccc3c3c4c(c5c6ccccc6[nH]c5c32)C(=O)N(CCN2CCCC2)C4=O)CC(O)C1O (stereo not drawn) | 58 | 24 | 20 | 17 | 69 | 31 | -61* | 44 | 18
Cc1ccc2c(c1)c(-c1nc(-c3cn(C)c4ncccc34)cs1)cn2C | 109 | 122 | 132 | 109 | 96 | 125 | 105 | nt | 96
Cn1cncc1CC1COC(=O)C1C(O)c1ccccc1 (stereo not drawn) | 89 | 81 | 79 | 89 | 95 | 96 | 98 | 84 | 100
O=C(O)c1ccc(-n2cc(CNc3ccc(C(F)(F)F)cc3)c(-c3ccc(F)cc3)n2)cc1 | 101 | 93 | 69 | 91 | 114 | 107 | 97 | 81 | 103
Clc1cc(Cl)cc(N2N=C(c3ccc4c(c3)OCO4)CC2c2sc(Cl)nc2Cl)c1 (stereo not drawn) | 103 | 97 | 96 | 101 | 102 | 116 | 109 | 91 | 97
Cc1ccc2nc(-c3ccc(C(=O)N/N=C\c4ccc(F)cc4)cc3)[nH]c2c1 | 98 | 94 | 99 | 101 | 98 | 111 | 110 | 85 | 102
COc1ccc(-c2nc3c(C)cccn3c2C(C)=O)cc1 | 84 | 60 | 88 | 95 | 91 | 103 | 106 | 72 | 99
Nc1ccccc1SSc1ccccc1N | 107&100&121 | 71&85&90 | 92&71 | 108&102&109 | 99&147&138 | 130&116&134 | 98&97&110 | 64&64&93 | 115&106&102
Clc1ccc2oc3c(NCCCN4CCOCC4)c4ccccc4nc3c2c1 | 22 | 28 | 13 | 13 | nt | 14 | 6.4* | 24 | 20
COc1cc(OCc2cccc(-c3ccccc3)c2C)cc(OC)c1CN1CCCC[C@H]1C(=O)O | 95 | 82 | 96 | 107 | 87 | 93 | 100 | 77 | 99
Nc1ccc(N=Nc2ccccc2)c(N)n1 | 148&87 | 100&87&89 | 99&99&98 | 100&98&94 | 103&112&104 | 106&81&120 | 111&109&115 | 99&78 | 99&97&87
Cc1ccc2nc(NC(=O)CSc3nc(NN=Cc4ccccc4)c(C#N)c(-c4ccccc4)n3)sc2c1 | 95 | 80 | 74 | 100 | 144 | 93 | 87 | 68 | 101
COc1cc(/C=C\c2cc(/C=C\c3ccc(O)c(OC)c3)n(C(=O)CNc3ccc(Cl)cc3)n2)ccc1O | 39 | 2.1* | 29 | 24 | 47 | 3.3* | 7.0* | 16 | 16
O=C(CBr)CN1C(=O)c2ccccc2C1=O | 101 | 101 | 99 | 104 | 100 | 120 | 108 | 89 | 101
COc1ccc(C2=NN(C(C)=O)C(c3ccc(Oc4ccc(Cl)cc4)cc3)C2)cc1OC (stereo not drawn) | 74 | 77 | 68 | 98 | 67 | 72 | 100 | 32 | 93
O=C(O)CCCN1C(=O)/C(=C/c2ccc(O)c(O)c2)SC1=S | 92 | 105 | 97 | 102 | nt | 119 | 110 | 96 | 99
Cc1cccnc1NC(=O)C(C)c1ccc(Nc2ccnc(C(F)(F)F)c2)cc1 (stereo not drawn) | 116 | nt | 81 | 104 | nt | 111 | 101 | 76 | 102
O=c1/c(=C/c2cccnc2)sc2nc3ccccc3n12 | 94&108 | 94&95 | 93&91 | 103&100 | nt | 105&97 | 104&108 | 95&88 | 95&100
CCOC(=O)c1ccc(-n2nc(C(=O)NCC(=O)O)nc2-c2ccccc2)cc1 | 104 | 95 | 95 | 103 | 100 | nt | 107 | 92 | 101
CCCCOC(=O)C1OC(Oc2ccc3c(C)cc(=O)oc3c2)[C@@H](OC(C)=O)C(OC(C)=O)C1OC(C)=O (stereo partly drawn) | 104 | 89 | 94 | 101 | 99 | 106 | 105 | 87 | 99
COc1cccc(-c2oc3cc(OC)ccc3c(=O)c2O)c1 | nt | 74 | nt | 59 | 156 | 74 | 42 | 41 | 70
N#Cc1c(-c2ccco2)nc(SCC(O)CN2CCOCC2)[nH]c1=O (stereo not drawn) | 103 | 110 | 97 | 108 | 132 | 127 | 136 | 104 | 109
FC(F)(F)c1cn(CCN2CCNCC2)c2ncnc(Cl)c12 | 104 | 59 | nt | 100 | 117 | 120 | 102 | 102 | 106
O=S(=O)(NCCCNc1nccc(-c2cn(-c3ccccc3)nc2-c2ccc(Cl)c(O)c2)n1)c1ccccc1 | nt | 66 | 90 | 66 | 77 | 74 | 46 | 46 | 68
Cc1ccc(C)c2c1sc1nncn12 | 102 | 92 | 88 | 97 | 150 | 110 | 100 | 70 | 110
COc1cc(CCC(=O)NCC(=O)NNC(C)C)cc(OC)c1OC | 135 | 107 | 95 | 106 | 111 | 115 | 104 | 101 | 103
COc1ccc(CNC(=O)c2c(C)n([O-])c3ccccc3[n+]2=O)cc1 | 144 | -15* | 112 | 109 | 120 | nt | 112 | 33 | 101
CC(C)CCC[C@@H](C)[C@H]1CC[C@H]2[C@@H]3C[C@@H](Br)[C@@]4(Br)C[C@@H](Cl)CC[C@]4(C)[C@H]3CC[C@]12C | 95 | 106 | 100 | 102 | 103 | 118 | 106 | 86 | 99
c1ccc(-c2nc3c4c5c(sc4ncn3n2)CCCC5)cc1 | 98 | 82 | nt | 98 | 133 | 107 | 97 | 70 | 104
COc1ccc(Cn2cc3c(c2-c2cc(OC)c(OC)c(OC)c2)CCCc2cnoc2-3)cc1[N+](=O)[O-] | 90 | 59 | 42 | 87 | 104 | 79 | 93 | 74 | 88
CC(=O)[C@H]1[C@H](C)C[C@H]2[C@@H]3CC[C@@H]4C[C@@H](O)CC[C@]4(C)[C@H]3CC[C@@]21C | 95 | 88 | 90 | 99 | 100 | 122 | 105 | 95 | 99
N[C@@H](CCC(=O)NO)C(=O)O | 106[20 µM] | 95[20 µM] | 99[20 µM] | 107[20 µM] | 97[20 µM] | 110[20 µM] | 112[20 µM] | 97[20 µM] | 99[20 µM]
C=CCN(CC=C)C(=O)OC(C)C | 116 | nt | 92 | 112 | 102 | 107 | 106 | 97 | 113
O=Cc1c2ccccc2cc2ccccc12 | 86 | 111 | 61 | 87 | 75 | nt | 107 | 89 | 92
COc1cc(-c2nn(C(=O)NCCN3CCN(C(C)=O)CC3)cc2-c2ccncc2)ccc1Cl | 124 | 84 | 90 | 76 | 27 | 81 | 99 | 61 | 67
O=S(=O)(NCCCNc1nccc(-n2ccc3cccnc32)n1)c1cccc(Br)c1 | 103 | 97 | 95 | 105 | 126 | 109 | 106 | 110 | 102
O=C(Nc1ccc2c(c1)Cc1ccccc1-2)C(F)(F)F | 115 | 78 | nt | 106 | 101 | 102 | 107 | 82 | 94
CC1CCc2c(sc3nc(SCC(=O)c4ccccc4)[nH]c(=O)c23)C1 (stereo not drawn) | 105 | 97 | 88 | 106 | 119 | 95 | 109 | 92 | 100
CCN(CC)C(=O)c1cccc(C)c1 | nt | nt | 99 | 105 | 93 | 117 | 111 | 87 | 99

Complete entries, looked up by structure.
O=Cc1c2ccccc2cc2ccccc12 is listed with NCI-H322M: 86; NCI-H522: 111; CAKI-1: 61; ACHN: 87; TK-10: 75; RXF 393: nt; NCI-H460: 107; UO-31: 89; 786-0: 92
CCN(CC)C(=O)c1cccc(C)c1 is listed with NCI-H322M: nt; NCI-H522: nt; CAKI-1: 99; ACHN: 105; TK-10: 93; RXF 393: 117; NCI-H460: 111; UO-31: 87; 786-0: 99
C=CCN(CC=C)C(=O)OC(C)C is listed with NCI-H322M: 116; NCI-H522: nt; CAKI-1: 92; ACHN: 112; TK-10: 102; RXF 393: 107; NCI-H460: 106; UO-31: 97; 786-0: 113

Continued.
mol | NCI-H322M | NCI-H522 | CAKI-1 | ACHN | TK-10 | RXF 393 | NCI-H460 | UO-31 | 786-0
NC1=C(/C(N)=N/O)C(c2ccccc2)c2ccc3ccccc3c2O1 (stereo not drawn) | 40 | 5.8* | 26 | 28 | 74 | -14* | 1.4* | 39 | 29
Nc1nc(=O)n([C@@H]2O[C@H](CO)[C@@H](O)C2(F)F)cc1F | 92 | 39 | 38 | 14 | 79 | 89 | 76 | 22 | 30
Cc1c[n+]([O-])cc(C)c1[N+](=O)[O-] | 115&116 | 108&98 | 108&100 | 108&106 | 117&112 | 105&108 | 113&117 | 92&96 | 108&107
Clc1nc(Cl)nc(-c2cccn2-c2ccccc2)n1 | 107 | 99 | 102 | 107 | 116 | 140 | 114 | 91 | nt
COc1ccc(NC(C)=O)c(C)c1 | 108 | 94 | 92 | 96 | 99 | 110 | 103 | 77 | 104
COc1ccc(-c2ccc(SCC(=O)Nc3ccc(S(N)(=O)=O)cc3Br)nn2)cc1 | 84 | 37 | 63 | 87 | 116 | 89 | 70 | 88 | 34
CC(=O)OC(COC(c1ccccc1)(c1ccccc1)c1ccccc1)C(OC(C)=O)C(OC(C)=O)C(COC(c1ccccc1)(c1ccccc1)c1ccccc1)OC(C)=O (stereo not drawn) | 109 | nt | 81 | 106 | 104 | 113 | 104 | 93 | 99
CNCCc1ccccn1 | 106&107 | 84&109 | 97 | nt | 92&128 | 109&119 | 100&114 | 98&98 | 105&103
CC1(C)CNC(=S)N1Cc1ccccc1 | 106 | 111 | 101 | 103 | 113 | 120 | 107 | 95 | 102
COc1ccc(OCC(=O)Nc2ccc(-c3nc4ccccc4s3)cc2C)cc1 | 95 | 62 | 78 | 99 | 65 | 115 | 95 | 45 | 89
COc1cc(OC)cc(-c2ccc(-c3ccc(C(=N)N)s3)s2)c1 | -87* | nt | -86* | -76* | -89* | -74* | -72* | -86* | -80*
O=C1OC(c2cccc(Cl)c2)=N/C1=C\C=C/c1ccccc1 | 83 | 88 | 97 | 112 | 111 | nt | 103 | 82 | 102
COc1ccc(S(=O)(=O)NCCNc2nccc(-c3c(-c4ccc(O)cc4)nc4sccn34)n2)cc1 | 101 | 97 | 100 | 86 | 104 | 95 | 111 | 82 | 101
S=C(N/N=C\c1cccs1)N/N=C/c1cccs1 | 80 | 73 | 94 | 104 | 95 | 99 | 75 | 90 | nt
O=C1NC(=S)NC(=O)C1=Cc1cccc(C=C2C(=O)NC(=S)NC2=O)c1 | 110 | 93 | 94 | 113 | 104 | nt | 104 | 91 | 12
Nc1c(C(=O)Nc2ccccc2F)sc2nc3c(cc12)CCCC3 | 63 | 23 | 57 | 51 | 61 | 39 | 12 | 47 | 33
Cc1cc(N)c(S(=O)(=O)O)c(N)c1 | 101 | 88 | 90 | 100 | 105 | 112 | 104 | 79 | 105
COc1ccc(C(=O)Nc2cccc(Cl)c2)cc1 | 95 | 75 | 96 | 101 | 84 | 102 | 101 | 82 | 89
COc1ccc(-n2nc(C(=O)NCc3ccccc3C)nc2-c2cc(OC)c(OC)c(OC)c2)cc1OC | 81 | 70 | 77 | 102 | 97 | 93 | 105 | 55 | 95
Cc1cc(O)c(/C=N/C(=S)Nc2cccc(C)c2C)c(=O)o1 | 99 | 88 | 88 | 99 | 109 | 106 | 100 | 76 | 98
CCOc1ccc(NC(=O)CC(C)=O)cc1 | 111 | 98 | 90 | 102 | 101 | 107 | 107 | 88 | 104
O=C(CSc1nnc2n(Cc3ccccc3)c(=O)c3c4c(sc3n12)CCCC4)Nc1ccc(Cl)cc1 | 74 | 74 | 91 | 107 | 87 | 98 | 99 | 74 | 92
